Screening results: PubChem, National Center for Advancing Translational Sciences (NCATS)
Sm TGR block: inhibitors of Schistosoma mansoni thioredoxin glutathione reductase; purified TGR, DTNB reduction, TNB absorbance 405 nm; Potency, µM (highest dose often 114 µM), without a hit: at the top dose activity change, negative = inhibition, most hits filed as inhibitors; 360,000 compounds, 3% hits; active = well fitted inhibition curve with a large enough effect; inconclusive = small, poorly fitted or top-dose-only effect; inactive = no such curve, though single readings can be large or run the other way; note: nearly all actives have a fitted effect of over 60% in size
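TGR 20 nM + NADPH 100 uM (dispensed conc.), cpd preinc 15 min RT; start with NADPH (500 uM addition) then DTNB (15 mM addition). Kinetic TNB absorbance, 405 nm filter. Four-parameter Hill fit across titration.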
* marks the source's active call; other numbers are inactive results; u = inconclusive; [ ] = dose if it differs, or a comment. % is set by controls: 0 for no effect and ±100 for the full control effect; potency is the fitted concentration of half-maximal effect. A portion of the library (hit frequency here may not be typical).

SMILES | Sm TGR block
CCOc1ccc(-c2cn3c(n2)sc2cc(C(=O)NCCCN4CCCCC4)ccc23)cc1 | -5%
Cc1cccc(NC(=O)c2sc3cccc(Cl)c3c2Cl)c1 | 11%
CCN(CCCNC(=O)CSc1cc(=O)n(C)c2ccccc12)c1ccccc1 | 1%
O=C(CSc1nnc(-c2ccccc2Br)n1-c1ccccc1)c1ccc(F)cc1 | -3%
Clc1ccccc1-c1nc(Nc2ccccc2)nc2ccc(Br)cc12 | 1%
CCCCOc1ccccc1CC1C(=O)Nc2ccc(Br)cc21 (stereo unspecified) | -3%
Cc1cccc(C(=O)NCCc2nc3ccccc3n2Cc2ccccc2Cl)c1 | 7%
Cc1ccc(Cl)cc1N1CCN(c2ncnc3c2nc2n3CCCC2)CC1 | -1%
Cc1ccc2[nH]c3c(=O)n(CC(=O)N4CCCC(C)C4)ncc3c2c1 (stereo unspecified) | 1%
CCCCc1ccc(NC(=O)CSc2nc3ccccc3nc2N2CCOCC2)cc1 | -1%
O=C1Nc2cc(Cl)ccc2Oc2cc(Oc3ccccc3)ccc21 | -1%
CCOc1ccc(C2C(C(N)=O)=C(C)Nc3nc(SCc4ccccc4)nn32)cc1 (stereo unspecified) | 1%
COc1ccc(-n2ncc3c2ncn2nc(-c4ccc(OC)c(OC)c4)nc32)cc1 | 11%
Cc1cccc(N2CCN(C(=O)C3CCN(S(=O)(=O)c4cn(C)cn4)CC3)CC2)c1C | -12%
Cc1ccc(Cl)cc1NC(=O)Cn1c(=O)n(C(C)C)c(=O)c2oc3ccccc3c21 | -3%
O=C(CN1C(=O)CSc2ccc(S(=O)(=O)N3CCCC3)cc21)NCc1ccccc1Cl | 1%
O=C1C(=O)N(C2CCN(C(=O)c3ccccc3Cl)CC2)CCN1Cc1ccc(F)cc1 | 11%
CC(=O)c1cccc(NC(=O)CCCSc2nc(-c3ccco3)cc(C(F)(F)F)n2)c1 | 1%
Cc1cc(C)cc(N(CC(=O)NCc2ccccc2Cl)S(=O)(=O)c2c(C)noc2C)c1 | 5%
COc1ccc(Cn2ccc3nc(C)c(C(=O)N4CCN(c5ccc(OC)cc5)CC4)cc3c2=O)cc1 | 9%
Cn1c(=O)c2c(nc(Oc3ccccc3Cl)n2Cc2ccc(C#N)cc2)n(C)c1=O | 9%
COc1ccc(Cl)cc1NC(=O)c1c(C(=O)Nc2cccc(C)c2C)sc2nc(C)cc(=O)n12 | -3%
OCc1cnc(SCc2ccc(F)cc2)n1Cc1ccc(F)cc1 | -8%
CCOc1ccc(Nc2oc(-c3ccc(COc4ccccc4C)o3)nc2C#N)cc1 | 1%
COc1ccc(CNC(=O)CCc2nnc3n(C)c(=O)c4sccc4n23)cc1 | -6%

Among those listed so far, three have bromine.
SMILES | Sm TGR block
O=C(CSc1nnc(-c2ccccc2Br)n1-c1ccccc1)c1ccc(F)cc1 | -3%
Clc1ccccc1-c1nc(Nc2ccccc2)nc2ccc(Br)cc12 | 1%
CCCCOc1ccccc1CC1C(=O)Nc2ccc(Br)cc21 (stereo unspecified) | -3%

Part of the list above, set out differently.
Structure	Sm TGR block
COc1ccc(-n2ncc3c2ncn2nc(-c4ccc(OC)c(OC)c4)nc32)cc1	11%
Cc1cccc(N2CCN(C(=O)C3CCN(S(=O)(=O)c4cn(C)cn4)CC3)CC2)c1C	-12%

Remaining list, next part.
SMILES | Sm TGR block
Cc1ccc(NC(=O)[C@@H](c2ccccc2)N2Cc3ccccc3C2=O)cc1F | 2%
CCOC(=O)c1ccc(NC(=O)C2CCN(S(=O)(=O)c3ccc4c(c3)CCCC(=O)N4)CC2)cc1 | 1%
CCCS(=O)(=O)c1ncc(Cl)c(C(=O)Nc2c(C(=O)c3ccccc3)oc3ccccc23)n1 | -1%
CCc1ccccc1NC(=O)C(NS(=O)(=O)c1ccc2c(c1)CCC(=O)N2)c1ccccc1 (stereo unspecified) | 14%
CCN(CC)S(=O)(=O)c1ccc2c(c1)N(CC(=O)NCCCN1CCN(c3cc(Cl)ccc3C)CC1)C(=O)CO2 | 5%
Cc1ccc(NC(=O)CSCc2cc(=O)c3ccccc3[nH]2)c(C)c1 | 6%
Cn1cc(CN(C(=O)Nc2ccc(Cl)c(Cl)c2)C2CCCCC2)c2ccccc21 | -1%
CCOC(=O)CNC(=O)c1ccc(-c2nn(C)c(=O)c3ccccc23)cc1 | 0%
COc1ccccc1CNC(=O)Cn1c(-c2cccs2)cc2cc(F)ccc21 | 0%
Cc1ccc(-c2cn3nc(N4CCC(C(=O)Nc5ccccc5C)CC4)sc3n2)cc1 | 3%
COc1ccccc1CNC(=O)CCn1c(=O)c2ccccc2n(CC(=O)Nc2ccc(C)cc2)c1=O | -1%
COc1ccc(Cl)cc1NC(=O)c1cnc(SC)nc1-c1ccccc1 | 0%
CCOC(=O)C1=C(CS(=O)(=O)c2ccc(Br)cc2)NC(=O)NC1c1ccccc1 (stereo unspecified) | 7%
O=C(COc1ccccc1Cl)Nc1ccc2nc(SCC(=O)N3CCOCC3)sc2c1 | -4%
COc1ccc(-c2noc(N3CCC(C(=O)N4CCN(c5cccc(C)c5C)CC4)CC3)n2)cc1 | 0%
COc1ccc(N(CC(=O)NCc2ccccc2Cl)S(=O)(=O)c2c(C)[nH]c(=O)[nH]c2=O)cc1 | -1%
CSc1ccc(Cn2nnc(C(=O)Nc3ccc(C)cc3Cl)c2N)cc1 | 7%
CCn1cc(C(=O)N2CCN(c3ccccc3)CC2)c(=O)c2cc(S(=O)(=O)N(C)C)ccc21 | 0%
CCOC(=O)c1c(NC(C)=O)c2c3c(sc2n1Cc1ccc(Cl)cc1)CCCC3 | -4%
CCN(CC)c1cc2c(cc1F)c(=O)c(S(=O)(=O)c1ccc(C)cc1)cn2Cc1ccc(F)cc1 | -1%
Cc1ccc(Cl)cc1N1CCN(C(=O)c2cnn(C(C)(C)C)c2C2CCN(C(=O)OC(C)(C)C)CC2)CC1 | -1%
O=C(CSc1nccn1Cc1ccc(F)cc1)Nc1ccc2c(c1)OCCO2 | -2%
Cc1ccc(CNC(=O)Cc2ccc(NC(=O)N3CCSc4ncccc43)cc2)cc1 | -1%
Cc1ccc(CCNC(=O)c2cn(C)c3ccc(S(=O)(=O)N4CCCCC4)cc3c2=O)cc1 | 22µM*
CCN(CC)S(=O)(=O)c1ccc2nc(NC(=O)c3cccnc3)sc2c1 | -12%

By substructure: those above with a cyano group.
SMILES | Sm TGR block
Cn1c(=O)c2c(nc(Oc3ccccc3Cl)n2Cc2ccc(C#N)cc2)n(C)c1=O | 9%
CCOc1ccc(Nc2oc(-c3ccc(COc4ccccc4C)o3)nc2C#N)cc1 | 1%

(list continues)
SMILES | Sm TGR block
CCOc1ccc(NC(=O)Cn2c(CCC(=O)O)ccc2-c2ccc(C)cc2)cc1 | -7%
CCN1CCOC(=O)C1CC(=O)Nc1cc(C)ccc1OC (stereo unspecified) | 18µM*
Cc1ccc2c(c1)c1c(c(=O)n(-c3ccccc3C)c(=O)n1CC(=O)NCc1ccccc1)n2C | -1%
CCOc1ccc(-c2cc3c(=O)n(Cc4nc(-c5ccc(OCC)c(OC)c5)oc4C)ccn3n2)cc1Cl | -6%
CCc1ccc(NC(=O)CN(C)S(=O)(=O)c2ccc3c(c2)c(=O)n(C)c(=O)n3C)cc1 | 11%
O=C(NCCC1=CCCCC1)c1ccc2c(c1)N(Cc1ccccc1)C(=O)c1ccccc1S2(=O)=O | 1%
COc1ccc(Cn2c(C(=O)O)c(CNCCc3cccs3)c3ccc(C)cc32)cc1 | -2%
CCOc1cc(C(=O)Nc2ccc3nc(N4CCN(C)CC4)cc(C)c3c2)cc(OCC)c1OCC | 15%
Cc1ccc(-n2nc(CO)c(C(=O)NC(C)CCCc3ccccc3)n2)cc1C (stereo unspecified) | -2%
COc1ccccc1N1CCN(C(=O)CSc2nc(-c3ccc(C(C)C)cc3)no2)CC1 | -11%
Cc1ccc2nc(N3CCN(C(=O)C4CC4)CC3)sc2c1 | -1%
Cc1nn(CC(=O)NCc2cccc(Br)c2)c(=O)c2c1sc1ccccc12 | -4%
CCNS(=O)(=O)c1cc(-c2nnc(Nc3cccc(C(F)(F)F)c3)c3ccccc23)ccc1C | 0%
O=c1cc(-c2ccccc2)n2c(SCc3c(F)cccc3Cl)nnc2[nH]1 | 9%
Nc1nn(-c2ccccc2)nc1C(=O)OCc1c(F)cccc1Cl | 13%
COc1cc(OC)cc(C(=O)Nc2ccc(-c3nc4ccccc4s3)c(C)c2)c1 | 7%
CC(=O)Nc1cccc(-n2cc3c(c2-c2ccccc2Cl)c(=O)n(C)c(=O)n3C)c1 | 6%
Cc1c(Cl)cccc1N1C(N)=C(C#N)C(c2cc(CN3CCOCC3)cs2)C2=C1CCCC2=O (stereo unspecified) | 0%
COc1ccc(-c2ccc(=O)n(CC(=O)Nc3ccc(Br)cc3F)n2)cc1 | 5%
Cc1ccc(CN2CCCn3nc(C(=O)NC(C)C)cc3C2=O)cc1 | 2%
CC(NC(=O)c1cccc(NC(=O)c2nsc3ccccc23)c1)c1ccccc1 (stereo unspecified) | -10%
CC(C)N(C(=O)Cn1cc(SCC(=O)Nc2ccccc2C(F)(F)F)c2ccccc21)C(C)C | -1%
COc1ccc(-n2c(/C=C\c3ccccc3F)nc3ccccc3c2=O)c(OC)c1 | 7%
COc1ccccc1N1CCN(c2ncnc3onc(-c4ccc(F)cc4)c23)CC1 | 8%
O=C(NCc1ccccc1)c1nn(-c2ccccc2)nc1CO | 7%

Reprinted at random: three entries already listed.
SMILES | Sm TGR block
CC(C)N(C(=O)Cn1cc(SCC(=O)Nc2ccccc2C(F)(F)F)c2ccccc21)C(C)C | -1%
Cc1ccc2nc(N3CCN(C(=O)C4CC4)CC3)sc2c1 | -1%
COc1ccc(-n2c(/C=C\c3ccccc3F)nc3ccccc3c2=O)c(OC)c1 | 7%

The list goes on.
SMILES | Sm TGR block
O=C(CSc1nc(-c2ccc(F)cc2)[nH]c1-c1ccccc1)Nc1ccccc1 | 8%
CCOc1ccc(OCC)c(NC(=O)c2cnn(-c3ccc(F)cc3)c2-n2cccc2)c1 | -4%
CCOc1ccc(CCNC(=O)c2ccc(C)c(-n3c(C)nc4cccnc43)c2)cc1OCC | -2%
Cc1ccc(NC(c2ccc(Cl)cc2)c2nnc(-c3cccc(F)c3)o2)cc1C (stereo unspecified) | 0%
Fc1ccccc1N1CCN(c2ncnc3onc(-c4ccc(Cl)cc4)c23)CC1 | 0%
COc1ccc(NC(=O)c2ncoc2-c2ccco2)cc1Cl | -6%
CC1CCN(C(=O)Cn2c(=O)n(-c3ccc(Cl)cc3)c(=O)c3c4c(sc32)CCC4)CC1 | -3%
CCOc1ccc(NC(=O)Cn2cc(C(=O)c3ccc(CC)cc3)c(=O)c3cc(OC)c(OC)cc32)cc1 | 7%
CCCCn1c(SCC(=O)NCc2ccc(C)cc2)nc2c(sc3ccccc32)c1=O | u
COc1cc(OC)c(C2CC(=O)Nc3ccc4ccccc4c32)cc1OC (stereo unspecified) | 0%
Cc1cccc(C(=O)Nc2ccc(-c3nc4ccccc4s3)c(C)c2)c1 | -1%
CCN(CC)C(=O)c1sc2c(c1C)c(=O)n(CCc1ccccc1)c(=O)n2Cc1ccc(F)cc1Cl | 6%
Cc1ccc(CCNC(=O)c2ccc(CSCc3ccccc3Cl)o2)cc1 | -29%
Cc1noc(/C=C/c2cccs2)c1S(=O)(=O)N1CCC(C(=O)Nc2ccc(F)c(Cl)c2)CC1 | 6%
Cc1cc2n(n1)CCCN2C(=O)Nc1ccc(Cl)cc1 | 20%
Cn1nc(C(=O)NCc2ccc(F)cc2)c2c1-c1ccccc1SC2 | 9%
COc1cccc(C(=O)NCC2OCCc3ccccc32)c1 (stereo unspecified) | 1%
Cc1ccc2c(=O)cc(C(=O)Nc3sc4c(c3C(=O)NCc3cccnc3)CCCC4)oc2c1C | -1%
CCOc1ccc(NC(=O)CCc2nc3cccnc3n2-c2ccccc2)cc1 | 5%
Cc1ccc(CCNC(=O)c2ccc3c(c2)N(Cc2cccc(F)c2)C(=O)c2ccccc2S3)cc1 | 5%
CCOC(=O)c1c(C)[nH]c(CCC(=O)NCc2ccc(CC)cc2)c1C | -7%
COc1ccc(N2CCN(S(=O)(=O)c3ccc(CC(C)C)cc3)CC2)cc1 | -8%
Cc1ccccc1OCc1nnc(SCc2cc(=O)c3cccc(F)c3[nH]2)n1C | 5%
O=C(NC1CCCC1)c1ccc2c(=O)n(Cc3ccccc3)c(SCc3ccc([N+](=O)[O-])cc3)nc2c1 | -7%
COc1ccc(CN(CCC(c2ccc3c(c2)OCO3)c2ccccc2OC)C(C)=O)cc1 (stereo unspecified) | -6%
Additional compounds:
SMILES | Sm TGR block
CCS(=O)(=O)NCC(c1ccco1)N1CCN(c2ccc(OC)cc2)CC1 (stereo unspecified) | -1%
CCOC(=O)c1[nH]c(C)c(C(=O)NCCc2ccccc2)c1C | -6%
COCCNc1oc(-c2ccc(COc3ccc(OC)cc3)o2)nc1C#N | -8%
CCOc1ccc(-c2nnc(SCC(=O)Nc3cccc(OC)c3)nc2-c2ccc(OCC)cc2)cc1 | 4%
COCCn1c(CNC(=O)c2ccc(C)cc2)nc2cccnc21 | 0%
COc1cccc(-n2c(SCC(=O)Nc3ccc(F)cc3F)nc3c([nH]c4ccccc43)c2=O)c1 | -3%
CC(C)Oc1ccc(CNC(=O)c2ccc3c(c2)nc2n3CCOC2)cc1 | -2%
Cn1nnc2c(N3CCCCC3)ncnc21 | 57%[activator]
COCCCNC(=O)c1ccc(NC(=O)N2CCCCc3ccccc32)cc1 | 8%
CN(Cc1ccccc1)c1ccc(-c2nc(-c3cccnc3)no2)cc1[N+](=O)[O-] | -17%
CCc1ccc(C2=NN(CCC(=O)NCCc3ccc(Cl)cc3)C(=O)CC2)cc1 | 5%
CCOC(=O)c1cc(S(=O)(=O)Nc2cc(F)ccc2C)[nH]n1 | 1%
CCCCC(CC)CNC(=O)c1ccc(Cn2c(=O)[nH]c3cc(OC)c(OC)cc3c2=O)cc1 (stereo unspecified) | 8%
